# 12-LOX inh: Primary qHTS assay for inhibitors of human arachidonate 12S-lipoxygenase (ALOX12): Round 2. Polyunsaturated fatty acid lipoxygenase ALOX12 (Homo sapiens), P18054. purified 12hLO, xylenol orange hydroperoxide absorbance. Potency, µM (series often up to 108 µM), inactives show top-dose activity change, negative = inhibition, actives largely listed as inhibitors. actives 1.1% (n = 580,000); further: potency means the concentration at half of the fitted maximal effect; on the % scale 0 is the no-effect control and ±100 the full control effect
# Target sequence (P18054 whole entry, looked up): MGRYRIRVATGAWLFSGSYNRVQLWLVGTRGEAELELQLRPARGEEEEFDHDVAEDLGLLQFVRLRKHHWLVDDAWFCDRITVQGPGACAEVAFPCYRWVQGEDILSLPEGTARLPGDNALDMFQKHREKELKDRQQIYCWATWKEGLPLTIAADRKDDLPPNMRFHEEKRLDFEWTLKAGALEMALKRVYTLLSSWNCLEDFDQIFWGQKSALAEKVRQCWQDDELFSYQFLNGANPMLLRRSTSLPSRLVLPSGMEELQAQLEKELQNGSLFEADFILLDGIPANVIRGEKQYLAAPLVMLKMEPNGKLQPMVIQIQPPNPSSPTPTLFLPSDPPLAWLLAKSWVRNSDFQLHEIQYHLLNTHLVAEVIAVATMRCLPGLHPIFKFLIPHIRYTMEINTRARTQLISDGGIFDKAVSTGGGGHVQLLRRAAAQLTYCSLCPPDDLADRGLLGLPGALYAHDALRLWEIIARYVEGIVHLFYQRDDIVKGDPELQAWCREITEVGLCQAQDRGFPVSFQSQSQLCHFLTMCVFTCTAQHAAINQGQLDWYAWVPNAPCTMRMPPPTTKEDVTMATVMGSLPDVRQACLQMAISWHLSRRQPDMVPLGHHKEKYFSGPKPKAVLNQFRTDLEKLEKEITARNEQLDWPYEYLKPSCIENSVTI
#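 Purified human 12hLO (150 nM final) in 25 mM Hepes, 0.01% Triton X-100, pH 7.0 was preincubated 15 min at room temperature with compound. Then 40 uM arachidonic acid was added, 30 min. Hydroperoxide was read by Fe-XO absorbance ratio 573/405 nm.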
# D2 ag: HTS Assay for Allosteric Agonists of the Human D2 Dopamine Receptor: Primary Screen for Agonists. HEK293 T-REx D2 cells, calcium flux agonist mode. activation, % at 2 µM. actives 0.53% (n = 340,000);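 active means activation over 3 SD above normal in the single-dose calcium agonist read, cut at about 30% in these data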; further: 0% is about no effect
# Target sequence (P14416 whole entry, looked up): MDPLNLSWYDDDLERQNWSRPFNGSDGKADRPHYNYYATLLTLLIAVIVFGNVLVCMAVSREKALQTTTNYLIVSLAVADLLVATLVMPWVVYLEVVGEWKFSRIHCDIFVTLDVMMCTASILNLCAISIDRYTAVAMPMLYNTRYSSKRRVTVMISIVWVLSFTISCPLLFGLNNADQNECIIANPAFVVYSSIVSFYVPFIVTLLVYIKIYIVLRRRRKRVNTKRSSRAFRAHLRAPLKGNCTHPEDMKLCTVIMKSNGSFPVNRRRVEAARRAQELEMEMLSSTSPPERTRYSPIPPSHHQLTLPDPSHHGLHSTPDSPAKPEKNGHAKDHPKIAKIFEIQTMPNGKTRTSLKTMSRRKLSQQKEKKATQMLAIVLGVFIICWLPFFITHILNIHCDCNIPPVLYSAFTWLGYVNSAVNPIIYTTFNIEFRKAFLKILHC
#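 Agonism scored from kinetic calcium signal (1 read/sec, 180 s) following compound pin transfer, after a 10 s baseline. Cells: HEK293 Trex line expressing inducible D2 receptor coupled to calcium, dye-loaded after overnight culture at 30 C.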
# ERG-DNA inh: qHTS for Small Molecule Inhibitors of the ERG Ets/DNA interaction; Transcriptional regulator ERG (Homo sapiens), P11308; fluorescence polarization, His-ERG Ets domain / labelled DNA; Potency, µM (titrated, usually from 76.9 µM), for inactives: at the top dose FP activity, negative = inhibition, actives largely listed as inhibitors; actives 0.028% (n = 370,000); active means well fitted inhibition curve with a large enough effect in the polarisation, with a control signal flat; inconclusive means small, poorly fitted or top-dose-only effect, or effect the other way, or a change in a side signal; inactive means no such curve, though single readings can be large or run the other way; the % refers to the polarisation;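 further: polarization taken with two DNA probes labelled with fluorescein and Texas red; potency means the concentration at half of the fitted maximal effect; % of control where 0% means no effect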
#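 His-tagged ERG Ets domain (1 uM in the protein solution; 300mM KCl, 50mM Tris-HCl, 1mM EDTA, 1mM DTT, pH 7.5) received compound, then a probe mix of 5 nM fluorescein-DNA and 100nM Texas-615-DNA. Fluorescence polarization was read for both dyes.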
# LDHA inh: qHTS assay for inhibitors of human lactate dehydrogenase; L-lactate dehydrogenase A chain (Homo sapiens), P00338; purified LDHA, NADH/diaphorase-resazurin fluorescence; hits give low values; activity change, % (values are at about 110 or 230 µM); actives 0.15% (n = 480,000); AID 1347041, 2019; in the data active means activity change below about -30%; inconclusive means mostly about -25% to -30%;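 further: plate controls were DMSO wells for no effect and wells without enzyme for full effect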
#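 Remaining NADH was detected by diaphorase (0.133 mg/mL) converting 37 µM resazurin to fluorescent resorufin, read at 0 and 20 minutes. The preceding 5-minute room-temperature reaction used 2 nM LDHA, 0.2 mM sodium pyruvate and 0.06 mM NADH at pH 7.4.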
# Vif-A3G inh: qHTS for Inhibitors of Vif-A3G Interactions: qHTS | DNA dC->dU-editing enzyme APOBEC-3G (Homo sapiens), Q9HC16 | AID 602310, 2012 | actives 0.076% (n = 410,000) | Potency, µM (top dose mostly 46.1 µM), without a hit: top-dose activity, negative = active, most hits filed as inhibitors | HeLa A3G-eYFP + Vif (tagged APOBEC3G with the HIV-1 protein that degrades it), YFP fluorescence, overnight;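 further: potency means the concentration at half of the fitted maximal effect; on the % scale 0 is the no-effect control and ±100 the full control effect; nearly all actives have a fitted effect of over 60% in size; hits raise eYFP signal because A3G escapes Vif-driven loss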
#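 Read-out is eYFP fluorescence (Ex 488/Em 500-530) from Vif-expressing HeLa A3G-eYFP cells; more signal means A3G escaped Vif-mediated degradation. Cells plated overnight, compound pinned in, incubated overnight at 37 deg C.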
# RGS4 inh: Inhibitors of Regulator of G Protein Signaling (RGS) 4: qHTS | Regulator of G-protein signaling 4 (Homo sapiens), P49798 | Transcreener GDP fluorescence polarization, RGS4-accelerated GTP hydrolysis | Potency, µM (doses to about 114 µM), for the others: top-dose activity change, negative = inhibition, hits mostly inhibitors | actives 0.039% (n = 390,000); further: potency means the concentration at half of the fitted maximal effect; on the % scale 0 is the no-effect control and ±100 the full control effect; nearly all actives have a fitted effect of over 75% in size; some results filed as inactive show a strong effect at the top dose
#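 MLSMR compounds (23 nl, pin-transferred) preincubated 10 min at room temperature with a 500nM (2x) first reagent, then RGS4 at 900nM (2x) plus Transcreener GDP mix added; fluorescence polarization (620/688 nm) read before and after 90 min at 30 °C.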
# Glioma ERSR ind: qHTS for Inducers of the Endoplasmic Reticulum Stress Response (ERSR) in Human Glioma: qHTS; U87-MG GRP78 promoter luciferase reporter, 16 h; Potency, µM, inactives show at the top dose activation, hits mostly activators; actives 0.02% (n = 420,000); AID 602332, 2012; further: potency means the concentration at half of the fitted maximal effect; series mostly up to about 76 µM; % of control where 0% means no effect; nearly all actives have a fitted effect of over 35% in size
#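 Stably transfected U87-MG human glioma cells carrying a GRP78-based luminescent sensor were seeded at 1000 cells/well, pin-dosed with compounds and incubated 16 h. Luciferase reagent was then added, and end-point luminescence was read after 10 min at room temperature.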
# Vif-A3F inh: qHTS for Inhibitors of Vif-A3F Interactions: qHTS. HeLa A3F-eYFP + Vif (tagged APOBEC3F with the HIV-1 protein that degrades it), YFP fluorescence increase. Potency, µM (titrated, usually from 46.1 µM), inactives show at the top dose activity, negative = active. actives 0.2% (n = 390,000). AID 602313, 2012; further: potency means the concentration at half of the fitted maximal effect; % of control where 0% means no effect; nearly all actives have a fitted effect of over 65% in size
#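 HeLa cells stably expressing A3F-eYFP plus Vif, plated and incubated overnight at 37 deg C, then exposed to compounds overnight at 37 deg C. Blocked degradation read as raised yellow fluorescence (Ex 488/Em 500-530).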
# D2 antag: HTS Assay for Allosteric Antagonists of the Human D2 Dopamine Receptor: Primary Screen for Antagonists; D(2) dopamine receptor (Homo sapiens), P14416; HEK293 TREx D2 cells, calcium flux, dopamine EC80; inhibition, % at 10 µM; actives 2% (n = 340,000); AID 485344, 2010; in the data active means inhibition above about 30%; further: 0% is about no effect
#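 Measurement of antagonist activity uses fluorescent calcium dye in inducible HEK293 T-REx D2 cells: 10 s baseline, compound addition with 180 s read, EC80 dopamine addition with a further 180 s read.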
# The depositor's hits bear a star; u = inconclusive; x = not tested or not shown; & = joins results of further samples; [ ] = remark or other dose. Unless noted, the call rests on the fitted dose curve; in most records, active means well fitted curve in the direction sought with a large enough effect; inconclusive means small, poorly fitted or top-dose-only effect, or another doubt; inactive means no such curve, though single readings can be large; an effect the other way counts as inactive or inconclusive.
molecule | D2 ag | D2 antag | Vif-A3G inh | 12-LOX inh | Glioma ERSR ind | ERG-DNA inh | LDHA inh | RGS4 inh | Vif-A3F inh
Cc1ccc(N=Nc2c(O)n(CN3CCOCC3)c3ccccc23)cc1 | x | x | -17% | x | 2% | -9% | 9 | 21%[11.4 µM] | u
Cc1ccc(S(=O)(=O)N2CCCN(c3nccc(C(F)(F)F)n3)CC2)cc1 | -0.9 | 9 | -7% | 65%[activator] | -3% | -7% | -7 | 34% | 10%
O=C(CN1C(=O)C2C3C=CC(C3)C2C1=O)Nc1nc(SCc2ccc(Cl)cc2)n[nH]1 (centres undefined) | 0.3 | -2 | 0% | u | 3% | 4% | -4 | -5% | 1%
O=c1c(O)c(-c2cccs2)oc2ccc(Cl)cc12 | 93* | 51* | u | u | 1% | 0% | 9 | u | u
Cc1ccc(NC(=O)Cn2nc(C(F)(F)F)c3c2CCCC3)cc1C | -0.3 | x | 2% | -18% | -3% | -5% | -9 | 7% | -2%
Cc1cc(C(=O)CSc2nnnn2-c2ccccc2)c(C)n1CC1CCCO1 (centres undefined) | x | x | 1% | -2% | 0% | -7% | -4 | 19% | x
Cc1cccc(C(=O)NNC(=O)CCC(=O)Nc2cccc(Cl)c2C)c1 | 0.5 | -4 | 0% | 15% | 4% | 13% | -9 | 3% | -1%
COc1ccccc1C(=O)Oc1ccccc1C(=O)Nc1ccccc1 | 0.9 | 6 | 1% | -1% | -3% | -3% | 2 | 6% | -6%
CN(C(=O)CSc1ncnc2ccccc12)C1CCCCC1 | 24 | -5 | 0% | 26% | -1% | 0% | -10 | 14% | -2%
COc1ccc(C(CC(=O)Nc2ccc(F)cc2)c2ccccc2)cc1 (centres undefined) | 1.4 | -6 | -17% | 235%[activator] | -7% | 7% | -4 | 15% | -2%
Cc1cc(C)c(C#N)c(SCCN2CCCCC2)n1 | -0.9 | 2 | -2% | -31% | -1% | 13% | -1 | 7% | 9%
COc1ccc(-c2nc3c4ccccc4[nH]c(=O)n3n2)cc1 | 0.1 | -1 | -7% | 0% | 7% | -12% | -12 | -16% | -7%
CCOC(=O)N1CCN(C(=O)CSc2nc(CC)nc3c2c(=O)n(C)c(=O)n3C)CC1 | 0.4 | -7 | 0% | 0% | 0% | -6% | 0 | -4%[11.4 µM] | 3%
CCCN1C(=O)/C(=C/c2ccc(N3CCCC3)c(C)c2)NC1=S | x | x | u | -30% | 4% | u | 2 | -29% | u
COc1ccc(NC(=O)Nc2nnc([C@@H]3C[C@H](O)[C@@H](CO)O3)s2)cc1 | x | x | 0% | -17% | -1% | x | -2 | x | x
CCN(c1ccccc1)S(=O)(=O)c1ccc2c(c1)N(C(C)=O)CCS2 | 5.5 | 10 | 1% | -10% | -3% | -7% | -3 | -6% | -4%
COCC(C)NC(=O)/C(=C/c1ccccc1)c1ccccc1 (centres undefined) | 3.3 | 13 | 1% | -1% | -3% | -8% | 2 | -34% | u
C=CCNC(=O)NC(=O)Cn1c(=O)c2c(ncn2CC)n(Cc2ccccc2)c1=O | 0.9 | 8 | -7% | -19% | -1% | 7% | -6 | 15%[56.9 µM] | 7%
O=C(O)C1=C[C@@H](C2CCCCC2)C[C@@H](OCc2ccc(CO)cc2)O1 | 0.1 | -2 | -6% | -7% | -5% | -2% | -2 | -20% | 2%
CCCCC(=O)Nc1ccc(C(=O)NNC(=O)CCc2ccccc2)cc1 | -0.4 | 19 | 1% | 1% | -5% | x | -14 | -6% | 0%

# Already shown: entries from further up.
molecule | D2 ag | D2 antag | Vif-A3G inh | 12-LOX inh | Glioma ERSR ind | ERG-DNA inh | LDHA inh | RGS4 inh | Vif-A3F inh
CCN(c1ccccc1)S(=O)(=O)c1ccc2c(c1)N(C(C)=O)CCS2 | 5.5 | 10 | 1% | -10% | -3% | -7% | -3 | -6% | -4%
COCC(C)NC(=O)/C(=C/c1ccccc1)c1ccccc1 (centres undefined) | 3.3 | 13 | 1% | -1% | -3% | -8% | 2 | -34% | u
C=CCNC(=O)NC(=O)Cn1c(=O)c2c(ncn2CC)n(Cc2ccccc2)c1=O | 0.9 | 8 | -7% | -19% | -1% | 7% | -6 | 15%[56.9 µM] | 7%
O=C(O)C1=C[C@@H](C2CCCCC2)C[C@@H](OCc2ccc(CO)cc2)O1 | 0.1 | -2 | -6% | -7% | -5% | -2% | -2 | -20% | 2%
CCCCC(=O)Nc1ccc(C(=O)NNC(=O)CCc2ccccc2)cc1 | -0.4 | 19 | 1% | 1% | -5% | x | -14 | -6% | 0%

# New compounds follow
molecule | D2 ag | D2 antag | Vif-A3G inh | 12-LOX inh | Glioma ERSR ind | ERG-DNA inh | LDHA inh | RGS4 inh | Vif-A3F inh
COc1ccc(C(=O)OCC(=O)Nc2ncc([N+](=O)[O-])s2)cc1OC | 0.4 | -20 | -5% | 35µM* | 2% | 13% | 1 | u | -5%
CC(/C=N/N1CCN(c2ccccc2)CC1)=C\c1ccco1 | -0.1 | -1 | 2% | -6% | 4% | -3% | -13 | 10% | 0%
O=C1CN(C(=O)COc2ccccc2F)c2ccccc2N1 | 0.6 | 1 | 0% | -12% | -2% | -3% | -4 | 4% | -1%
O=C1[C@H](Cc2ccccc2)NCC=CC[C@@H](c2ccc(Cl)cc2)N1Cc1ccc(Cl)cc1 | x | x | -4% | u | -5% | 5% | 2 | -2% | 6%
CCN(CC)CCn1c2c(c(SCC(=O)Nc3ccc(C)c(F)c3)nc1=O)CCC2 | 0.0 | 8 | 2% | u | -6% | 5% | -13 | -4% | 4%
COc1ccc2nc(Nc3nc4cc5c(cc4s3)OCO5)sc2c1 | -0.3 | 0 | -9% | -2% | -1% | -4% | -8 | 15% | -4%
O=C(NC(=S)NC1CCS(=O)(=O)C1)c1cccs1 (centres undefined) | -0.6 | -2 | -3% | u | -2% | 3% | 0 | 3% | -1%
O=C(NCc1cccs1)C1CCCN1C(=O)Nc1ccccc1Cl (centres undefined) | 0.0 | 10 | 4% | 6% | 0% | -9% | -9 | 11% | -14%
OC[C@@H]1CN(Cc2cccnc2)C[C@H](n2cnc3c(N4CCCC4)ncnc32)O1 | x | x | 0% | 4% | -1% | x | -3 | x | x
Cc1ccc(C(=O)NCC(c2ccco2)N2CCCCC2)s1 (centres undefined) | -0.2 | 36* | 0% | 2%&-35% | 1% | 25% | 0&-7 | -8% | -8%
CNC(=O)c1oc(-c2ccc(Cl)cc2)nc1C | 0.0 | -1 | 0% | 33% | 0% | -2% | -1 | 13%[56.9 µM] | 8%
CCN(C1CCCCC1)S(=O)(=O)c1c(C)n(C)c(=O)n(C)c1=O | 0.5 | 1 | 3% | -26% | -3% | 3% | -4 | -6% | 8%
Cc1ccc(C(=O)NC(=S)NCC2CCCO2)cc1[N+](=O)[O-] (centres undefined) | -1.1 | -5 | 0% | u | 1% | 1% | -3 | 19% | 4%
COc1ccc(-c2cc(C(=O)N3CCc4ccccc4C3)no2)cc1 | 0.1 | 2 | 0% | -10% | 2% | 1% | -8 | -9% | 10%
COc1ccc2nc(C)cc(Nc3cccc(C(=O)O)c3)c2c1 | 0.5 | 13 | 2% | 1% | -5% | -5% | -6 | 23% | 1%
Cc1onc(-c2c(F)cccc2Cl)c1C(=O)Nc1cc2cc([N+](=O)[O-])ccc2oc1=O | x | x | 0% | -16% | 1% | x | 3 | x | x
Cc1ccc(Cl)cc1N1CCN(C(=O)Cn2cnc3sc(C)c(S(=O)(=O)N4CCC(C)CC4)c3c2=O)CC1 | -0.2 | x | 1% | -22% | -4% | 11% | 5 | -10% | -21%
O=C(N1CCc2cc(S(=O)(=O)NC[C@H]3O[C@@H](n4ccc(=O)[nH]c4=O)[C@H](O)[C@@H]3O)ccc2C1)C(F)(F)F | x | x | -4% | 3% | -3% | 10% | -3 | u | -1%
CC(=O)N/C(=N\c1nc(C)cc(C)n1)Nc1ccc2ccccc2c1 | 5.0 | -2 | 1% | 21% | -1% | 13% | 3 | -6% | 11%
O=S1(=O)CC=C(CSC(=S)NC2CCS(=O)(=O)C2)C1 (centres undefined) | 0.5 | -7 | -13% | 10% | -12% | -1% | 5 | -44% | -15%
COC(=O)CN(c1ccc(OCc2ccccc2)cc1)S(C)(=O)=O | -1.3 | -1 | 12% | -9% | 2% | -3% | -6 | -10% | 1%
C/C(=N\NC(=O)c1nn(C)cc1Cl)c1ccncc1 | 0.5 | 11 | -1% | -7% | 3% | -12% | -8 | -3% | -2%
COC(=O)CC1C(=O)NCCN1C(=O)CSc1nnc(Nc2ccc(OC)cc2)s1 (centres undefined) | -0.5 | 1 | 0% | -4% | -5% | 9% | 1 | 49% | x

# An excerpt. The share of hits here may be higher or lower than overall.
